Assay outcomes deposited in PubChem BioAssay by several laboratories.
HTR5A inv ctr: counter-screen for OPRM1-OPRD1 inverse agonists: human HTR5A inverse agonism; P47898; HTR5A cell line, luminescence; inhibition, % at 9.3 µM; actives 0.083% (n = 340,000); AID 504634; in the data active = inhibition mostly above about 23%, no sharp cut-off; inactive = mostly below about 18%;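 also: 0% = cells with DMSO and 100% = no-cell wells with DMSO; some compounds called inactive have numbers as strong as hits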
Target sequence (P47898 whole entry, looked up): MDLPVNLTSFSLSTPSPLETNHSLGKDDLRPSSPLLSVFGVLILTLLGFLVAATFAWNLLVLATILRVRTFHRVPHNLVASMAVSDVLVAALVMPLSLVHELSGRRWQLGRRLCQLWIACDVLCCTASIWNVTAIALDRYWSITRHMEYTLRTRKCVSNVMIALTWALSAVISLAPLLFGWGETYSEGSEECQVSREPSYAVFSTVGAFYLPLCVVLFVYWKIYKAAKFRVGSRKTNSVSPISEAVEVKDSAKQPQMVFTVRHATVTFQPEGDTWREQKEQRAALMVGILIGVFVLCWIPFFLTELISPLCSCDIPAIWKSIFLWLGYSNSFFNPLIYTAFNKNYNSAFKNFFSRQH
PfHsp90 set2: reduces growth (ATP signal) of yeast expressing P. falciparum Hsp90. inhibition, % at 9.4 µM. actives 0.32% (n = 310,000). S. cerevisiae expressing PfHsp90, BacTiter-Glo ATP, 48 h; yeast lacking PDR1 and PDR3 efflux regulators. AID 504621;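 active = every replicate shows inhibition above about 80%, whatever the replicate mean, limit read from the data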;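 also: 0% = DMSO neutral controls and 100% = 20 µM radicicol positive controls; yeast relying on Plasmodium falciparum Hsp90 in place of its own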
MOR-DOR ag: OPRM1-OPRD1 heterodimerization agonism; P35372+P41143; cells, luminescence; activation, % at 9.3 µM; actives 0.3% (n = 340,000); AID 504326; in the data active = activation above about 18%;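 also: 0% = vehicle-treated cells and 100% = reference agonist; values of inactives mirror those of a sister screen read the other way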
PKA-R2B act: activates the human PKA-R2B holoenzyme complex. actives 0.079% (n = 340,000). activation, % at 11.4 µM. PKA-R2B holoenzyme dissociation, Cy5-IP20 fluorescence polarization; R2B truncated from residue 108, S112A mutant; 0% DMSO only, 100% 113 µM cGMP. P22694+P31323;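 active = activation above a cutoff set at the mean over all compounds plus 3 SD, cut at about 18% in these data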;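 also: higher means more holoenzyme dissociation and a rise in polarization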
Target sequence (P31323 whole entry, looked up, other chains not shown, the tested form may be a part): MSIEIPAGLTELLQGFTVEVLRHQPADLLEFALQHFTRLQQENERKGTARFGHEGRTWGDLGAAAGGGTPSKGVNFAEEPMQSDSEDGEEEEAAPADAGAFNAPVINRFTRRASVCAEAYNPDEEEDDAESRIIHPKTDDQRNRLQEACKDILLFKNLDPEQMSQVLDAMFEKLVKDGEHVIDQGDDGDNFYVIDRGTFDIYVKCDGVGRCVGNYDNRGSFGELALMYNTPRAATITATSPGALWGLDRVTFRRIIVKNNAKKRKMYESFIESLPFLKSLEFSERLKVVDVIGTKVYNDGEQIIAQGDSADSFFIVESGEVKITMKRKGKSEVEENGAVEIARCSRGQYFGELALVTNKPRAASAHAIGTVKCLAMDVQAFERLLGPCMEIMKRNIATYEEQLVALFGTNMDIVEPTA
phage Ecoli inh: E. coli growth loss with phage present. inhibition, % at 11.9 µM. growth absorbance. AID 651602. actives 0.26% (n = 360,000); in the data active = inhibition above about 11%
MOR-DOR inv ag: inverse agonists of human mu-delta opioid receptor heterodimerization; P35372+P41143; cell-based MOR-DOR heterodimer luminescence, inverse agonism; actives 0.21% (n = 340,000); inhibition, % at 9.3 µM; in the data active = inhibition above about 22%, passing the limit was not always enough;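 also: 0% = cells with DMSO and 100% = wells without cells with DMSO; values of inactives mirror those of a sister screen read the other way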
PKA-R1A activ: activators of PKA-R1A complex; AID 504707; actives 0.083% (n = 340,000); P00514+P68181; PKA-R1A dissociation, Cy5-IP20 fluorescence polarization; scaled: DMSO 0%, 113 µM cGMP 100%; activation, % at 11.4 µM;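 active = percent activation above the mean of all tested compounds plus 3 SD, cut at about 19% in these data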;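 also: higher means more PKAc released from R1A so a rise in polarization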
E coli growth: reduces bacterial viability in AddAB counter-screen; E. coli V3065 growth, OD600 absorbance, 18 h; inhibition, % at 11.9 µM; actives 0.27% (n = 330,000);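 active = inhibition above the campaign's mean inhibition across all tested compounds plus 3 SD, cut at about 9.9% in these data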;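 also: uninfected addAB+ strain grown without phage in ampicillin broth; 0% = DMSO wells and 100% = ciprofloxacin 0.95 µg/ml wells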
Tat export inh: inhibitors of E. coli Tat protein transport. actives 0.036% (n = 340,000). E. coli MC4100 TorA-mCherry Tat export, fluorescence. inhibition, % at 10 µM. AID 488895;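 active = mean replicate inhibition at least 50% and at least half of replicates individually reaching 50%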;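 also: exported cargo escapes ClpAP degradation while cytoplasmic cargo is degraded and loses fluorescence; 0% = median of neutral control wells and 100% = median of NaSCN control wells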
Mot1-301 SUMO: blocks SUMOylation pathway, rescuing yeast Mot1-301 growth; S. cerevisiae Mot1-301 growth rescue, ATP luminescence, 38.5C; percent above DMSO median, 100 means doubled; growth rescue, % at 18.8 µM; actives 1% (n = 320,000); AID 2716;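 active = every valid replicate shows activation above 250% relative to neutral control wells; inactive = the rest, any valid replicate at or below 250%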;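 also: OY570 slx delta 5 strain wells were the positive control but not used for scaling; some compounds called inactive have numbers as strong as hits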
AddAB inh: less growth of phage-infected E. coli with AddAB; E. coli expressing H. pylori AddAB, absorbance growth; inhibition, % at 11.9 µM; actives 0.29% (n = 330,000); AID 435030; in the data active = inhibition above about 12%;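 also: 0% = vehicle wells of infected cells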
* hit, by the source's call; nt = not tested or not shown.

SMILES | HTR5A inv ctr | PfHsp90 set2 | MOR-DOR ag | PKA-R2B act | phage Ecoli inh | MOR-DOR inv ag | PKA-R1A activ | E coli growth | Tat export inh | Mot1-301 SUMO | AddAB inh
CC(C)CNC(=S)N(Cc1ccco1)Cc1cc2cc3c(cc2[nH]c1=O)OCCO3 | -6 | -15 | 1.6 | -10 | 3.7 | -7 | -5 | -0.3 | -5 | -12 | 1.3
CC12CCC(C/C1=N/O)C2(C)C (centres undefined) | -42 | -17 | -1.2 | -5 | 1.4 | 6 | 14 | 1.0 | 2 | -2 | 3.2
COc1ccc(OC)c(CN2CCN(C(=O)c3cc(S(=O)(=O)Nc4ccccc4OC)ccc3C)CC2)c1 | -5 | 42 | -0.7 | 0 | -0.2 | 3 | -13 | -1.6 | 6 | -6 | -0.6
COc1cccc(NC(=O)C2CCCN2C(=O)NC2CCCCC2)c1 (centres undefined) | 4 | -11 | 1.2 | 7 | 5.3 | -10 | 8 | 0.3 | -3 | -17 | 2.5
COCCCNC(=O)C(C#N)c1nc2ccccc2nc1N1CCCC1 (centres undefined) | -9 | -3 | -1.8 | -12 | 3.2 | 10 | -11 | 3.2 | 9 | -4 | 0.0
O=C(CSc1nc(-c2ccco2)cc(C(F)(F)F)n1)NN1CCOCC1 | 0 | 2 | -0.7 | 10 | 5.2 | 4 | 1 | -0.3 | 4 | -3 | 1.8
COC(=O)NCc1cccc(CNC(=O)OC)c1 | -2 | -3 | -3.3 | 2 | 4.2 | 16 | -2 | 0.8 | 24 | 6 | 0.7
COc1ccc(-n2c(=O)/c(=C\c3cccs3)s/c2=C(/C#N)C(=O)NCCN2CCOCC2)cc1 | 8 | 2 | -1.2 | 4 | 3.4 | 5 | -8 | 1.6 | -3 | 32 | 1.9
Cc1ccc2sc(NNC(=O)C3COc4ccccc4O3)nc2c1C (centres undefined) | -25 | -132 | 0.4 | -9 | 3.5 | -3 | -7 | -0.6 | -1 | 6 | 1.5
COC(=O)c1cccc(NC(=O)Cc2ccccc2[N+](=O)[O-])c1C | -4 | -13 | -2.5 | -3 | 5.2 | 16 | -7 | -1.0 | -2 | -4 | 0.6
Cc1c(CCC(=O)NCCCC(=O)O)c(=O)oc2cc3oc4c(c3cc12)CCCC4 | -2 | -15 | -0.6 | -7 | -1.0 | 3 | -8 | -0.9 | -2 | -2 | -1.2
Cn1c(NC(=O)Cc2cccs2)cc(=O)n(C)c1=O | -53 | 13 | -2.1 | -7 | 0.4 | 11 | 2 | -1.2 | -3 | nt | 3.4
CCOC(=O)c1c(C)oc2cc(Br)c(OCC(N)=O)cc12 | -15 | -11 | -1.3 | 9 | 0.6 | 7 | -2 | -2.2 | -14 | -3 | 1.1
COc1ccccc1/C=C/C(=O)NCC(=O)N/N=C/c1ccccc1 | -3 | 3 | -2.3 | -3 | 4.8 | 12 | 2 | 2.4 | 9 | -12 | 1.2
O=C(Nc1cnn(Cc2ccc(Cl)cc2)c1)c1cnccn1 | -15 | 0 | -2.9 | -2 | 0.3 | 16 | -1 | 0.7 | 6 | 205 | 1.6
Cc1ccc(CN(C(=O)COc2ccc(C)c(C)c2)C2CCS(=O)(=O)C2)o1 (centres undefined) | 0 | 10 | -1.5 | -7 | -0.5 | 8 | -6 | 0.9 | 4 | -1 | 0.1
CC1CCCCN1CCNC(=O)CC1Oc2ccccc2NC1=O (centres undefined) | -8 | 0 | 2.0 | 3 | 1.5 | -10 | 5 | -3.0 | 1 | 1 | 0.8
CCOC(=O)c1ccc(NC(=O)c2cc(OC)c(OC)c(OC)c2Br)cc1 | -21 | -16 | 0.5 | -2 | 5.4 | -2 | 1 | 0.2 | 0 | 54 | 2.6
COc1cc(-c2nc3ccccn3c2NCc2ccccc2)ccc1SC1CCCCC1 | 22 | 8 | 1.4 | 8 | nt | -8 | -6 | 1.4 | 7 | -3 | 3.0
CCc1ccc2[nH]c3nc(N/N=C/c4cccc(O)c4)nnc3c2c1 | 3 | 6 | -1.9 | 5 | 2.3 | 9 | 8 | -2.2 | 6 | -13 | -0.2
O=C(c1ccncc1)N1CCN(c2cccc(C(F)(F)F)c2)CC1 | -27 | 7 | -2.2 | -8 | 2.2 | 12 | 5 | 0.4 | -5 | 161 | -0.7
O=C(OCCOCCN=C1NS(=O)(=O)c2ccccc21)C1CC(=O)N(c2ccccc2)C1 (centres undefined) | -1 | 24 | -1.2 | -14 | 1.0 | 7 | -4 | -0.5 | -20 | -2 | 2.0
CC(=O)Nc1ccc(S(=O)(=O)NNC(=O)CCC(=O)Nc2cc(C)ccc2C)cc1 | -25 | 18 | 0.3 | 5 | 2.4 | -1 | 0 | -2.9 | -7 | 16 | 2.2
COc1cc(O)c2c(=O)c3c(O[C@H]4O[C@@H](CO)[C@H](O)[C@@H](O)[C@@H]4O)ccc(O)c3oc2c1 | -3 | 6 | -1.7 | -8 | 1.4 | 8 | 0 | -1.1 | -4 | -10 | 5.2
COc1ccc(S(=O)(=O)Nc2cc(C)c(O)c(S(=O)(=O)c3ccccc3)c2)cc1 | 0 | 20 | -0.7 | -4 | 1.5 | 3 | -11 | 0.0 | 1 | -10 | 1.8
CC(=O)c1cnc2cc(-c3ccccc3)nn2c1C | -19 | -1 | -0.6 | -10 | 0.8 | 3 | -8 | -0.6 | -2 | -5 | 0.9
CCOc1ccc(/C=C/c2nc(C#N)c(NCCCOC)o2)cc1 | -4 | 19 | -1.4 | -3 | -0.4 | 7 | 0 | -2.4 | 9 | 190 | 3.3
Cc1ccc2nc(NC(=O)CSCC(=O)OCC(=O)c3ccc(Br)cc3)sc2c1 | -8 | -9 | -1.1 | 2 | 1.4 | 6 | -5 | -1.5 | -7 | 49 | 0.6
O=C(CSc1nc2ccc([N+](=O)[O-])cc2s1)NCC1CCCO1 (centres undefined) | -7 | 30 | 0.2 | 5 | -3.1 | -1 | -11 | 1.6 | 3 | -8 | 2.6
CC(C)C1Cc2c(C#N)c(N)sc(=S)c2CO1 (centres undefined) | 25 | -13 | 1.0 | 5 | -2.3 | -5 | -1 | 1.4 | -1 | -13 | 1.6

The last 2 records of the section before come first, to join the parts.
SMILES | HTR5A inv ctr | PfHsp90 set2 | MOR-DOR ag | PKA-R2B act | phage Ecoli inh | MOR-DOR inv ag | PKA-R1A activ | E coli growth | Tat export inh | Mot1-301 SUMO | AddAB inh
O=C(CSc1nc2ccc([N+](=O)[O-])cc2s1)NCC1CCCO1 (centres undefined) | -7 | 30 | 0.2 | 5 | -3.1 | -1 | -11 | 1.6 | 3 | -8 | 2.6
CC(C)C1Cc2c(C#N)c(N)sc(=S)c2CO1 (centres undefined) | 25 | -13 | 1.0 | 5 | -2.3 | -5 | -1 | 1.4 | -1 | -13 | 1.6
Cc1cc(=O)oc2cc(Oc3ccc([N+](=O)[O-])cc3[N+](=O)[O-])ccc12 | 12 | -24 | 3.2 | 1 | 2.8 | -16 | -12 | -0.2 | 3 | 34 | 1.3
O=C(Cc1ccccc1)Nc1cccc(N2C(=O)C=CC2=O)c1 | 3 | 8 | -0.4 | 2 | 3.8 | 2 | -1 | -0.8 | 9 | 40 | -2.1
COC(=O)Cn1ccc2cc(S(=O)(=O)N3CCCCC3)ccc21 | -17 | 0 | -1.9 | -6 | -0.1 | 10 | 1 | 0.8 | -1 | 121 | 2.0
COC(=O)c1ccccc1NC(=S)NC(=O)C1CC1 | 4 | 0 | -2.4 | 1 | 4.5 | 14 | -2 | -0.4 | -5 | -12 | 0.3
COc1ccc(S(=O)(=O)Nc2nc3ccccc3nc2NCC2CCCO2)cc1 (centres undefined) | 6 | -18 | -3.6 | -1 | 2.0 | 19 | -4 | 2.0 | -2 | -15 | 5.7
CCOc1ccc(NC(=O)CN(C)C(=O)C2(c3ccccc3)CC2)cc1OCC | 6 | -4 | -3.2 | -6 | 3.5 | 17 | -17 | -3.5 | -5 | 8 | -0.8
COc1ccc(C2(C)NC(=O)N(CC(=O)Nc3ccc(Br)c(C)c3)C2=O)cc1OC (centres undefined) | -36 | -27 | 1.9 | -1 | 3.3 | -12 | -12 | -2.5 | 6 | -19 | 0.2
CCCCCC/C(=N\NS(C)(=O)=O)c1ccccc1 | -15 | nt | 1.6 | 3 | 2.9 | -9 | 10 | 1.1 | -10 | -33 | -1.1
O=C(CN1CCOCC1)Nc1ccc(Br)cc1 | -9 | -4 | -3.1 | 3 | 1.2 | 14 | -10 | 0.0 | 4 | -5 | 1.6
CCn1c(Cc2ccc(OC)cc2)nc2ccccc21 | 17 | 12 | -1.9 | -3 | 1.3 | 9 | -7 | 1.3 | -7 | 76 | 0.8
COc1ccc(C(=O)NCc2nnc(SCC(=O)Nc3cc(C)cc(C)c3)o2)cc1OC | -20 | -12 | -2.0 | -12 | 0.9 | 10 | -4 | -1.3 | -3 | 11 | -0.9
O=C(CN1C(=O)C2CCCCC2C1=O)Nc1cccc(C(F)(F)F)c1 (centres undefined) | 18 | -13 | -1.6 | -2 | 4.4 | 8 | -11 | 0.3 | 2 | 0 | -1.2
NC(=O)c1c(NC(=O)Cn2cc([N+](=O)[O-])cn2)sc2c1CCCC2 | 2 | nt | -1.1 | 3 | -0.9 | 5 | -20 | 0.8 | -4 | nt | 0.1
O=C(NCc1ccccn1)c1ccc2ccccc2n1 | 23 | -43 | -1.7 | -2 | 5.6 | 10 | 6 | 0.1 | 7 | 4 | -0.3
CN(CC(=O)Nc1cccc(F)c1)CC(=O)Nc1ccccc1Oc1ccccc1 | 0 | -8 | 1.8 | 2 | -1.0 | -8 | -12 | -0.9 | 12 | 37 | -0.4
O=S1(=O)c2cccc3cccc(c23)N1Cc1nnc(-c2ccccc2Br)o1 | -2 | 3 | 2.9 | -3 | 3.5 | -16 | 0 | 2.9 | 0 | 20 | -0.1
Cc1oc(-c2cccs2)nc1CN1CCN(CC(C)C)C(CCO)C1 (centres undefined) | -11 | -7 | 4.8 | 4 | 1.5 | -35 | -10 | -0.1 | -3 | 3 | 6.0

2 of the compounds above, as labelled records:
COc1ccc(S(=O)(=O)Nc2nc3ccccc3nc2NCC2CCCO2)cc1 (centres undefined)
  HTR5A inv ctr: 6
  PfHsp90 set2: -18
  MOR-DOR ag: -3.6
  PKA-R2B act: -1
  phage Ecoli inh: 2.0
  MOR-DOR inv ag: 19
  PKA-R1A activ: -4
  E coli growth: 2.0
  Tat export inh: -2
  Mot1-301 SUMO: -15
  AddAB inh: 5.7

CCOc1ccc(NC(=O)CN(C)C(=O)C2(c3ccccc3)CC2)cc1OCC
  HTR5A inv ctr: 6
  PfHsp90 set2: -4
  MOR-DOR ag: -3.2
  PKA-R2B act: -6
  phage Ecoli inh: 3.5
  MOR-DOR inv ag: 17
  PKA-R1A activ: -17
  E coli growth: -3.5
  Tat export inh: -5
  Mot1-301 SUMO: 8
  AddAB inh: -0.8
